Source: PubChem BioAssay (The Scripps Research Institute Molecular Screening Center)
MMP13 inhibition: MMP13 inhibitors among fluorescent compounds, confirmation, biochemical, possible fluorescent artifacts, delta fluorescence (AID 734); Collagenase 3 (Homo sapiens); inhibition, %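 (each compound tested at 4 µM nominal in triplicate)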; MMP13 fTHP FRET cleavage, delta fluorescence 4 h; stronger effect = higher value; 5,100 tested, under 10 active;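 active = inhibition above the mean inhibition over all tested compounds plus 3 SD, cut at about 75% in these data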;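 also: 0% = DMSO only wells and 100% = 8 µM reference MMP13 inhibitor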
* = called active by the depositor. The list is partial. The share of hits here may be higher or lower than overall.

SMILES	MMP13 inhibition
CCOc1ccc(-c2cc(C(=O)NCCCN3CCN(CC)CC3)c3ccccc3n2)cc1	-10
CC1(C)Cc2nc(N)c(C(=O)NCCO)cc2CO1	6
COc1ccccc1-c1cc(C(=O)Nc2ccccc2SC)no1	8
c1coc(C2Nc3ccccc3-c3nc4ccccc4n32)c1 (stereo unspecified)	-6
O=c1c2[nH]c3ccccc3c2ncn1Cc1cccnc1	6
Cc1cc(S(=O)(=O)NC2CCCCC2)c(C)s1	5
CCCc1c(CC)c(=N)c2ccccc2n1C	10
COc1cccc(Cn2c(N)c(C#N)c3nc4ccccc4nc32)c1OC	-30
COc1cc(OC)cc(C(=O)N(Cc2cc3cc(C)ccc3[nH]c2=O)C(C)C)c1	-3
COCn1c(-c2ccccc2)nc2ccccc21	3
Cc1ccc(C(C(=O)NC2CCCC2)N(Cc2cccnc2)C(=O)c2snc(C(N)=O)c2N)o1 (stereo unspecified)	2
COc1cccc2c3c(c(C)nc12)CC(C)O3 (stereo unspecified)	-46
O=C(O)CSCc1cnn(-c2ccccc2)c1-n1cccc1	5
Cc1ccn2cc(C(=O)NC3CCN(Cc4ccccc4)CC3)nc2c1	3
CCOC(=O)c1nnn(-c2nc(N3CCCC3)nc(N3CCCC3)n2)c1-c1ccccc1	3
CC(=O)NCCCCCCNC(C)=O	5
Cn1c(C(=O)NCCN2CCc3ccccc3C2)cc2c(=O)n(C)c3ccccc3c21	2
Cc1nc2cccc(C(=O)NCc3ccccc3)c2o1	1
Cc1ccc(C)c2[nH]c(=O)c(CN(CCN3CCOCC3)Cc3nnnn3CC3CCCO3)cc12 (stereo unspecified)	8
CC1(C)CC(=O)c2cc(OCC(=O)NCCN3CCCc4ccccc43)ccc2O1	-5
Nc1c(C(=O)NCc2ccc3c(c2)OCO3)c2nc3ccccc3nc2n1CCCN1CCOCC1	-14
CC(C)Cc1cc(-c2ccco2)c(C#N)c(N)n1	-7
Cc1ccc2[nH]c(=O)c3cc(C(=O)N(C)Cc4ccco4)sc3c2c1	-7
CCCC(=O)Nc1cc(-c2cn3cccnc3n2)ccc1OC	-1
COc1cc2c(O)c3c(c(-c4ccc5c(c4)OCO5)c2cc1OC)C(=O)OC3	-23
COc1ccc(CC(=O)N2CCN(c3ccccn3)CC2)cc1	2
CC(C)c1ccc2oc(-c3ccc(NC(=O)c4ncn[nH]4)cc3)nc2c1	8
COc1ccc(-c2ccc(-c3noc(C4CCCCC4)n3)c(OC)n2)cc1	12
COc1ccc2cc(C(=O)NCc3ccco3)c(=Nc3ccc(C(=O)O)cc3)oc2c1	7
CCOC(=O)c1cnn2c(C(F)(F)F)cc(-c3ccco3)nc12	1
Cc1cc(-c2ccccc2N)n[nH]1	3
Nc1c(C(=O)Nc2ccccc2)sc2nc(-c3ccco3)ccc12	5
Cc1cc(C)nc(/N=C(\N)C2=C(O)CC(C)(C)CC2=O)n1	6
CCc1cc2c(=O)c(-c3nc4ccccc4[nH]3)coc2cc1OC(=O)N1CCOCC1	-8
CN(C(=O)c1cccc(C#N)c1)c1nnc(-c2ccccn2)s1	-24
CN(C)CCNc1oc(-c2ccccc2F)nc1C#N	-12
COC(=O)C(C)Sc1ccc2nnc(-c3ccc(F)cc3)n2n1 (stereo unspecified)	2
CCOC(=O)c1[nH]c2ccc(F)cc2c1NC(=O)CCN1CCSCC1	3
COc1ccc2nc(NC(=O)c3cccc(OCc4c(C)noc4C)c3)sc2c1	7
CCCCSc1c(C)c2cc3c(cc2[nH]c1=O)OCO3	-1
C/C(Cl)=C\Cn1c(=O)c2c(nc3n2CCS3)n(C)c1=O	2
FC(F)(F)c1cc(-c2ccco2)nc(NCc2ccccc2)n1	5
CCOC(=O)CSc1nnc(-c2ccco2)n1C	5
N#Cc1nc(-c2cccs2)oc1NCC1CCCO1 (stereo unspecified)	-98
CCOC(=O)C1=C(C)NC(C)=C(C(=O)OCC)C1c1cc2ccc(C)cc2[nH]c1=O	0
C1=C(c2ccccc2)Nc2nnnn2C1	7
COc1ccccc1-c1nc(C#N)c(N2CCC(Cc3ccccc3)CC2)o1	-9
O=c1[nH]c2ccccc2nc1-c1cccs1	-14
O=C1CCCc2c1[nH]c1ccc(CN3CCCCC3)cc21	1
COc1ccc2[nH]c(=O)c(CN(CCN(C)C)C(=O)NCc3ccccc3)cc2c1	-3
Cc1nn(C)c(C)c1CN(C)C(=O)c1cc2nc(-c3ccco3)cc(C(F)(F)F)n2n1	0
COc1ccc(-c2oc3ncn(CCN4CCOCC4)c(=N)c3c2-c2ccc(OC)cc2)cc1	-14
COC(=O)CSc1ccccc1C(=O)OC	1
Cn1nc(-c2ccc(Cl)cc2)c2cc(C(=O)NCCCN3CCCC3)sc21	3
Nc1nc2n(n1)C(c1ccco1)CC(c1ccc(Cl)c(Cl)c1)N2 (stereo unspecified)	0
COC(=O)c1ccc(C(=O)OC)c(NC(=O)c2cnc3n(c2=O)CCS3)c1	9
COc1ccc2[nH]c(=O)c(CN(C)C(=O)COc3ccccc3)cc2c1	4
COc1ccc(-c2nc(C#N)c(NCc3ccc(C)cc3)o2)cc1OC	4
COC(=O)c1ccc2ccn(CC(=O)NC(C)C)c2c1	-7
O=C(Nc1ccc(Cl)cc1)c1cc2nc(-c3ccco3)cc(C(F)(F)F)n2n1	4

Further compounds
SMILES	MMP13 inhibition
CC(C)C(=O)Nc1c2c(nc3ccccc13)N(C)CC2	-1
Cn1cc(C(=O)N2CCN(C(=O)c3ccco3)CC2)c2c3ccccc3n(C)c2c1=O	0
CCOc1cc2[nH]c(=O)n(CCCCC(=O)NCc3ccco3)c(=O)c2cc1OCC	1
Cc1ccc2cc3cc(C(=O)NCCCN4CCc5ccccc5C4)oc3nc2c1	-40
Nc1ccc2nn(-c3cccc4ccccc34)nc2c1	2
COc1ccc2c(c1OC)C(=O)N(c1nccs1)C2	6
CCCOc1ccc2oc(=O)c3c(c2c1)CCCN3C(=O)CN1CCN(C(=O)c2ccco2)CC1	6
C=CCn1c(-c2cccs2)nc2nc3ccccc3nc21	-8
N#Cc1c(N)c(C#N)c(-c2ccc(O)cc2)c2c1CCCC2	2
CCCCc1cc(=O)oc2c(CN3CCCC3)c(O)ccc12	-48
CC(=O)c1c[nH]c2ccc(C)cc2c1=O	6
Cc1[nH]nc2c1C(c1cccc(O)c1)C1=C(CC(C)(C)CC1=O)N2 (stereo unspecified)	10
CCC(=O)Nc1cccc(-c2nc3ccccc3o2)c1	5
COc1cccc2c1nc(C)c1cc(C)oc12	-2
CCOC(=O)c1[nH]c2cc3c(cc2c1NC(=O)CN1CCC(C)CC1)OCO3	6
Cc1cccc2sc(NC(=O)c3ccc(Cl)s3)nc12	2
CC(C)COc1ccc(-c2nnc(-c3ccncc3)o2)cc1	3
Cc1ccc2oc(-c3ccco3)nc2c1	20
O=C(O)c1[nH]c2ccccc2c1NS(=O)(=O)Cc1ccccc1	4
CCCCC(C(=O)NCCC(C)C)N(CCCN1CCOCC1)C(=O)c1snc(C(N)=O)c1N (stereo unspecified)	5
COc1ccc(CCNc2oc(-c3ccc(OC)c(OC)c3)nc2C#N)cc1	2
CCOC(=O)c1cnn2c(C)cc(-c3ccc(F)cc3)nc12	-1
O=c1n(CCCN2CCN(c3cccc(Cl)c3)CC2)nc2ccccn12	0
Cc1nc(-c2cccc(S(=O)(=O)N3CCOCC3)c2)cs1	5
Cc1nc2c(C(=O)NCc3ccco3)cnn2c(C)c1Cc1ccc(F)cc1Cl	3
Cc1cc(N2CCOCC2)nc2cc(O)ccc12	1
C=CCn1c(-c2ccc(N)cc2)nc2ccccc21	-7
N#CC1=C(N)NC(SCc2ccc(Cl)cc2)=C(C#N)C12CCCCC2	9
Cc1nc(N2CCOCC2)c(C#N)c2c1COC(C)(C)C2	-9
COC(=O)c1ccc(CSc2ccc3nnc(-c4cccc(F)c4)n3n2)o1	9
CCOC(=O)c1snc2c(=O)[nH]cnc12	2
CC(C)COC(=O)C(C#N)c1nc2ccccc2nc1N1CCN(Cc2ccccc2)CC1 (stereo unspecified)	13
Cc1ccc(-c2nc3cc(NC(=O)C(C)C)ccc3o2)cc1	-2
CCCCCn1c(-c2ccco2)nc2nc3ccccc3nc21	-46
COC(=O)c1ccccc1S(=O)(=O)N(Cc1cc2cc3c(cc2[nH]c1=O)OCO3)C1CCCCC1	1
COc1ccc(-c2oc3ncn4nc(Cc5ccccc5)nc4c3c2-c2ccc(OC)cc2)cc1	-1
O=C(NCCSc1c[nH]c2ccccc12)c1ccc(Br)o1	4
CCc1cc2c(=O)c(-c3nc4ccccc4n3C)c(C)oc2c(CN2CCN(CCO)CC2)c1O	1
COc1ccc(N2CCN(CC(=O)Nc3nc4c(s3)CC(C)CC4)CC2)cc1 (stereo unspecified)	9
Cc1ccc2nc3c(cc(C(N)=S)c(=N)n3CCCOC(C)C)c(=O)n2c1	-30
CCCCOn1c(C)c(C(=O)OCC)c2c3nonc3ccc21	6
CCOc1ccc2[nH]c(=O)c(CN(Cc3ccc(F)cc3)C(=O)N3CCCC3)cc2c1	6
CSCCC(NC(C)=O)C(=O)Oc1ccc2c3c(c(=O)oc2c1)CCCC3 (stereo unspecified)	-344
[O-]/[N+](=C\c1ccncc1)c1ccccc1	5
Cn1c(=O)c2c3c(sc2n2c(SCC(N)=O)nnc12)CC(C(C)(C)C)CC3 (stereo unspecified)	4
COc1ccc2nc3oc(C(=O)N4CCC(C(N)=O)CC4)cc3cc2c1	4
Cc1ccc(-n2ncc3c2ncn2nc(-c4ccco4)nc32)c(C)c1	2
CCC(=O)N(Cc1cc2cc(OC)ccc2[nH]c1=O)c1ccccc1C	2
CCOC(=O)c1cc(-c2ccco2)nc2c1c(C)nn2CCC#N	9
Cc1ccc2c(c1)c1ncnc(N3CCC4(CC3)OCCO4)c1n2C	15
N#Cc1nc(COc2ccccc2Cl)oc1NCc1ccc(F)cc1	0
CCCCNC(=O)c1cc2c(=O)n3cccc(C)c3nc2n(Cc2ccccc2)c1=N	-50
Cc1ccc2[nH]c3c(=O)n(CCN4CCNCC4)cnc3c2c1	10
Cc1ccc(C)c(-c2nc3ccc(N)cc3[nH]2)c1	12
O=C(OCCNC(=O)c1cc2ccccc2oc1=O)c1cccnc1	-2
Nc1ccc(-c2nc3ccccc3[nH]2)cc1	-15
Nn1c(-c2cccs2)nc2sc3c(c2c1=O)CCCC3	5
O=c1c2c(nc3cc(-c4ccc(F)cc4)[nH]n13)CCCC2	7
Cc1ccc(Cn2c(=N)c(C(=O)NCc3ccco3)cc3c(=O)n4ccccc4nc32)cc1	1
O=C(OCCn1cncn1)c1cc2ccccc2oc1=O	0

(listing goes on)
SMILES	MMP13 inhibition
CCCCn1c(SCC(=O)NCc2ccccc2)nc2ccc(N3CCOCC3)cc2c1=O	3
CNC(=O)c1cc2c(ccc3ccccc32)oc1=N	-132
CCOC(=O)CC(=O)CSc1nc(-c2cccnc2)ccc1C#N	-22
Cc1nc2ccc(NC(=O)N3CCC(c4ccccc4)C3)cc2nc1C (stereo unspecified)	4
c1csc(-c2nnc3ccccn23)c1	1
O=c1c2[nH]c3cccc(Cl)c3c2ncn1Cc1ccncc1	3
COCCCn1c(=S)[nH]c2ccc(N3CCOCC3)cc2c1=O	2
Cc1c(-c2ccc(F)cc2)nc(N)c(C#N)c1-c1ccco1	5
CC(C)(C)S(=O)(=O)c1ccc2nc3c(n2c1)CCCC3	4
CCC(c1nnnn1Cc1ccco1)N(Cc1cc2cc(OC)ccc2[nH]c1=O)C1CCCCC1 (stereo unspecified)	5
CSc1ccc2nnc(-c3cccc(F)c3)n2n1	7
CC(C)OC(=O)CC(=O)CSc1nc2c(cc1C#N)CCCC2	36
CCCC(=O)Nc1ccc2oc(-c3ccc(OC)c(Br)c3)nc2c1	-36
COCn1c(-c2cccc(Br)c2)nc2ccccc21	6
Cc1nc2ccc(N)cc2c(=O)n1Cc1ccc(Cl)cc1	1

Brought forward from above: seven compounds; new compounds follow.
SMILES	MMP13 inhibition
CC(C)(C)S(=O)(=O)c1ccc2nc3c(n2c1)CCCC3	4
CCC(c1nnnn1Cc1ccco1)N(Cc1cc2cc(OC)ccc2[nH]c1=O)C1CCCCC1 (stereo unspecified)	5
CSc1ccc2nnc(-c3cccc(F)c3)n2n1	7
CC(C)OC(=O)CC(=O)CSc1nc2c(cc1C#N)CCCC2	36
CCCC(=O)Nc1ccc2oc(-c3ccc(OC)c(Br)c3)nc2c1	-36
COCn1c(-c2cccc(Br)c2)nc2ccccc21	6
Cc1nc2ccc(N)cc2c(=O)n1Cc1ccc(Cl)cc1	1
C=CCn1c(N)c(C(=O)NCC2CCCO2)c2nc3ccccc3nc21 (stereo unspecified)	-22
COc1ccc2c(c1)c1ncn(Cc3ccco3)c(=O)c1n2C	-3
Fc1cccc(-c2cc3nc4c(c(N5CCOCC5)n3n2)CCCC4)c1	4
CN1CCN(C(=O)c2cc3c(ccc4ccccc43)oc2=O)CC1	-85
COc1ccc(-c2nc3nc(C)cc(C)n3n2)cc1	1
Cc1c(C)n(C)c2ccc(C(=O)NCc3cccs3)cc12	4
CCCC(=O)Nc1cccc(-c2nc3cc(C)c(C)cc3o2)c1	3
c1cncc(-c2nnc(-c3ccco3)o2)c1	6
COc1ccccc1-c1nnc(NC(=O)OCC(C)C)s1	4
O=C(Nc1cccc(-c2cn3cccnc3n2)c1)c1ccc(Br)o1	-15
CCOc1cc(-c2noc(CCC(=O)Nc3cccnc3)n2)ccc1OC	0
Cc1cc(F)ccc1S(=O)(=O)Nc1ccccc1C(=O)Nc1ncn[nH]1	1
